E-selectin induc: E-selectin induction on HUVECs; AID 686992; HUVEC E-selectin immunofluorescence imaging; normalized: neutral wells 0, TNF-alpha wells 100; activation, % at 7.58 µM; 260,000 tested, 0.37% active;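 active = mean E-selectin-positive cell signal at least 10% of the positive control, reached in at least 60% of replicates, without over 20% cell loss; inconclusive = no rule given, readout overlaps actives, possibly toxicity-flagged; inactive = the rest, including those meeting only one limit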;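 note: in these data hits start at about 27%; measured in HUVEC primary endothelial cells; signal is the percent of cells scored E-selectin positive by PE staining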
Target sequence (P16581 whole entry, looked up): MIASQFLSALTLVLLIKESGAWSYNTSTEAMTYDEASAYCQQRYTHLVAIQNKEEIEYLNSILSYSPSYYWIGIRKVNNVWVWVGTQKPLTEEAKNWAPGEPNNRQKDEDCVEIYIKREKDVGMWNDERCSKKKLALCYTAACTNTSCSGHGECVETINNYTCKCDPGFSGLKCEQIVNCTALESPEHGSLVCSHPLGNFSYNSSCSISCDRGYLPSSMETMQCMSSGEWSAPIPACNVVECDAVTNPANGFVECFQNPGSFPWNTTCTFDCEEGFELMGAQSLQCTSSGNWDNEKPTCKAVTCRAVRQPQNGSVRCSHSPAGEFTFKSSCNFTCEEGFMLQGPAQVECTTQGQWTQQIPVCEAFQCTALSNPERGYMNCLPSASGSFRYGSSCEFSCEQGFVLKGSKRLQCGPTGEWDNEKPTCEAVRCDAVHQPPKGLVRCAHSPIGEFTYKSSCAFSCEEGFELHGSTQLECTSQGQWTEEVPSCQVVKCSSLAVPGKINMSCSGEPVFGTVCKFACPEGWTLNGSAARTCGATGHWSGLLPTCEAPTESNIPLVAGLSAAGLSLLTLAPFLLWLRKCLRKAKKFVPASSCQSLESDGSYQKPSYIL
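Read-out basis: % PE-positive cells; Test system: HUVEC primary endothelial cells; Technique: immunofluorescence imaging; Dosing: single-point compound dose.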
S100A4 inh HTS: blocks human S100A4 binding to myosin IIA peptide. P26447. S100A4/TAMRA-MyoIIA peptide fluorescence polarization. inhibition, % at 10.7 µM. 360,000 tested, 0.14% active. AID 652163;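 active = mean inhibition of at least 70% across replicates, with every replicate also reaching that level; inconclusive = mean inhibition reaches 70% but some replicates fall short; inactive = mean inhibition below 70%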
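Assay system: human S100A4 monomer with TAMRA-labelled myosin IIA peptide / Buffer or medium: Calcium-containing HEPES buffer, pH 7.2 / Reagent: TAMRA-labelled myosin IIA heavy-chain peptide probe, 5 nM / Compound: one dose per compound / Timing: polarization read 5 min after assay mix addition, stable 5–60 min / Benchmarks: neutral control DMSO, positive control TFP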
Statin myotox sup: suppressors of simvastatin-induced myotoxicity in C2C12 myotubes. ATP luminescence, 48 h; scaled: DMSO 0, geranylgeraniol control 100. rescue of ATP level, % at 7.49 µM. 330,000 tested, 0.78% active. AID 602340;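 active = mean ATP rescue above about 67%, or every replicate alone reaching that limit, limit read from the data, passing the limit was not always enough; inconclusive = no clear call, values can overlap the other calls; inactive = mean under the limit and some replicate under it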;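 note: myotubes were challenged with 10 µM simvastatin during compound exposure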
SIRT5 inh: inhibitors of human sirtuin-5 desuccinylase | Q9NXA8 | 330,000 tested, 1.1% active | AID 652115 | Purified SirT5, succinyl-peptide AMC, trypsin-coupled fluorescence | inhibition, % at 15 µM; in the data active = inhibition above about 15%; inconclusive = no clear call, values can overlap the other calls
DENV2 CPE: inhibitors of DENV2 cytopathic effect | DENV2-infected cells, cytopathic effect rescue, plate reader | CPE inhibition, % at 9.99 µM | 350,000 tested, 1.7% active; in the data active = CPE inhibition above about 20%, passing the limit was not always enough; inconclusive = no clear call, values can overlap the other calls; tested in BHK-21 cells;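 note: 0% = median of neutral control wells and 100% = median of positive control wells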
ERp5 block: ERp5 (human) disulfide isomerase inhibition | ERp5 insulin aggregation, absorbance 650 nm, 90 min | inhibition, % at 9.99 µM | 350,000 tested, 0.05% active | AID 651711;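 active = mean replicate inhibition above about 25%, with every replicate also reaching it, limit read from the data, passing the limit was not always enough; inconclusive = only one of those two criteria met; inactive = neither criterion met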
Target sequence (Q15084 whole entry, looked up): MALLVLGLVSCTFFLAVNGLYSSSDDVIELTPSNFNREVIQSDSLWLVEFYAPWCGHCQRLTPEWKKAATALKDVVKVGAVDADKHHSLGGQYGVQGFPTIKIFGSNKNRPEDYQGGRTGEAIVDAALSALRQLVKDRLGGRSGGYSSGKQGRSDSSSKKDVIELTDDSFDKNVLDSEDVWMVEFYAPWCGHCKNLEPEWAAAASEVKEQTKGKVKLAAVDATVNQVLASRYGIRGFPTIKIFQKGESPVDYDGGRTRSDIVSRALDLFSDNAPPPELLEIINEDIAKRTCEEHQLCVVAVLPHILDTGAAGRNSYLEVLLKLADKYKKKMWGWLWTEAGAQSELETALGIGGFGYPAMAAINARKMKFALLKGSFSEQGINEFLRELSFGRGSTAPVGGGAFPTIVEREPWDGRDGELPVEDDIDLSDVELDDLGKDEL
PglD DTNB: PglD (C. jejuni) enzyme inhibition; purified PglD enzyme, DTNB colorimetric CoA detection; inhibition, % at 12.5 µM; 360,000 tested, 0.098% active; AID 602405; in the data active = inhibition above about 16%, passing the limit was not always enough; inconclusive = no clear call, values can overlap the other calls; note: strong numbers were not always called active
The depositor's hits bear a star; ? = inconclusive; / = no result given; & = joins results of further samples.

SMILES | E-selectin induc | S100A4 inh HTS | Statin myotox sup | SIRT5 inh | DENV2 CPE | ERp5 block | PglD DTNB
Cc1ccc(CC2C(=O)N(c3ccc(F)cc3)C(=O)C2C)cc1 (centres undefined) | / | -7 | -1 | 1 | 2 | 1 | -2
O=C(c1cccc(S(=O)(=O)N2CCCc3ccccc32)c1)N1CCN(c2ccccc2)CC1 | -0.3 | 3 | -1 | / | 6 | 5 | 1
O=C(/C=C/c1cccs1)N1CCCCC1 | / | 0 | / | / | 0 | -3 | 5
Cc1ccc(S(=O)(=O)c2nc(S(C)(=O)=O)sc2NCc2ccc3c(c2)OCO3)cc1 | -0.1 | -1 | / | -3 | -3 | -3 | /
C[C@@H]1CN([C@@H](C)CO)C(=O)c2cc(NS(=O)(=O)c3cccs3)ccc2O[C@@H](C)CCCCO[C@H]1CN(C)S(=O)(=O)c1cccs1 | 1.1 | -8 | / | 1 | 4 | 1 | -4
CC(Oc1ccc(Cl)cc1)C(=O)NNC(=S)NC(=O)c1ccco1 (centres undefined) | / | -9 | / | 0 | 4 | 3 | -3
COCC(=O)Nc1ccc2c(c1)C(=O)N(C)C[C@H](OC)[C@@H](C)CN(CCc1ccccc1)[C@H](C)CO2 | -0.2 | -10 | -6 | 0 | -4 | -2 | 1
CCOc1cc(/C=N/O)ccc1OCc1ccc(F)cc1 | 2.8 | 0 | 10 | -7 | -1 | -4 | 12
Cc1ccc(S(=O)(=O)Nc2ccc3c(c2)C(=O)N([C@H](C)CO)C[C@H](C)[C@H](CN(C)S(=O)(=O)c2c(C)noc2C)OCCCC[C@H](C)O3)cc1 | / | -15 | / | 14 | 31* | 3 | 34
C[C@H](CO)N1C[C@H](C)[C@@H](CN(C)S(=O)(=O)c2ccc(F)cc2)Oc2c(cccc2N(C)C)C1=O | / | 6 | -6 | -1 | 2 | / | 4
Cn1c(SCc2ccccc2[N+](=O)[O-])nnc1-c1cccnc1 | 3.8 | -1 | 5 | -2 | 10 | 0 | 2
COc1ccc(OCC(O)CNC(=O)Nc2ccc(Cl)cc2)cc1 (centres undefined) | / | -2 | / | -1 | -4 | -9 | /
CC(=O)N1CCN(c2ccc(NCc3ccco3)cc2)CC1 | 0.4 | 4 | -8 | / | 15 | -1 | -7
CCCNC(=O)N1[C@H](CNC(=O)c2cccc(F)c2)[C@H](c2ccccc2)[C@@H]1CO | -0.2 | / | -9 | / | -11 | / | -1
CSc1nsc(SCC(=O)Nc2ccc(C(N)=O)cc2)n1 | -0.2 | -2 | / | -2 | ? | 8 | 0
C=CCN(C(=O)CNC(=O)c1ccco1)C(C(=O)NC1CCCCC1)c1cccnc1 (centres undefined) | 0.1 | -1 | 6 | 2 | 2 | 3 | 4
c1ccc(C[C@H]2CNCCN2CCc2cccc3ccccc23)cc1 | 0.0 | -7 | -12 | -6 | 0 | 6 | 0
O=C(Nc1ccccc1C(=O)O)c1ccc(NC(=O)C2CCCCC2)cc1 | 2.3 | 0 | / | -2 | 4 | -1 | 5
Cc1cc(C)nc(SCC(=O)Nc2ccc3c(c2)OCO3)n1 | -0.4 | 0 | 7 | -3 | ? | -7 | 0
CC(C)c1ccc(C(=O)N2CCCC(c3cc(C(=O)Nc4ccccc4Cl)no3)C2)cc1 (centres undefined) | 0.4 | -3 | 5 | / | 17 | -1 | -4
Cc1ccc2cc(CCNC(=O)C(C)C)c(=O)[nH]c2c1 | 0.4 | 4 | 1 | -3 | 1 | 5 | -1
COc1cccc(S(=O)(=O)N2C[C@H](O)COC[C@H]3O[C@@H](CC(=O)N4CCN(C)CC4)CC[C@@H]32)c1 | 0.0&0.0 | 7&-2 | 9 | 2 | 2&12 | -7&0 | -3
CCN(CC)CCn1c(=S)[nH]c2cc(C(=O)NCCc3ccc(OC)c(OC)c3)ccc2c1=O | 2.4 | -3 | 0 | -1 | ? | -5 | -5
COc1ccc2c([N+](=O)[O-])c(N3CCCC3)[nH]c2c1 | 2.6 | -2 | -12 | 0 | 0 | -3 | 3
Cc1cc(/C=C2\C(=N)N3N=C(c4ccco4)SC3=NC2=O)c(C)n1Cc1ccccc1 | 0.0 | -4 | / | -2 | -3 | 20 | /
Cc1ccc(C(=O)N2CC(=O)Nc3ccc(F)cc3C2c2ccc(F)cc2)cc1 (centres undefined) | / | 11 | 1 | 0 | 3 | 2 | 5
COc1ccccc1S(=O)(=O)N[C@H]1C=C[C@@H](CC(=O)NCc2cc(F)cc(F)c2)O[C@H]1CO | 0.2 | -6 | -9 | -3 | ? | 2 | 0
O=[N+]([O-])c1ccc(NN=Cc2cccc(O)c2)nc1 | 4.8 | -6 | 14 | 4 | -6 | 4 | -3
CC[C@]12c3[nH]c4ccccc4c3CCN1C(=O)C(CC(=O)NCCCN(C)C)C[C@@H]2C(=O)N1CCN(C(=O)c2ccco2)CC1 (some centres undefined) | / | 0 | -2 | -1 | 1 | 1 | 2
Cc1ccccc1C(=O)OC(C)CN1CCN(C)CC1 (centres undefined) | / | 0 | 24 | -4 | -4 | 1 | -4
CN(CC(O)COc1ccc(S(=O)(=O)N2CCOCC2)cc1Cl)C1CCCCC1 (centres undefined) | 0.0 | -13 | / | -7 | 0 | 3 | 0
Cc1ccc2c(c1)N(C(=O)CCC(=O)NCCN1CCOCC1)CC(C)O2 (centres undefined) | -0.3 | 3 | -4 | -4 | 1 | -2 | 1
CC(C)C#Cc1ccc2c(c1)O[C@@H](CN(C)CC1CC1)[C@@H](C)CN([C@H](C)CO)S2(=O)=O | -0.1 | 0 | -5 | 5 | -14 | 5 | 1
CCCn1nc(NC(=O)c2cccs2)c2cc3cccc(C)c3nc21 | 0.5 | 0 | / | -4 | 0 | -1 | -3
CCS(=O)(=O)N1CC2(C1)CN(S(=O)(=O)c1ccccc1)[C@H](CO)c1c2c2ccc(OC)cc2n1C | 0.2 | 9 | / | -3 | -3 | -1 | /
CCCCNC(=O)CS(=O)Cc1nc(-c2ccc(C)cc2)oc1C (centres undefined) | -2.3 | -8 | 1 | -2 | 12 | 2 | -5
O=C(NCC[C@@H]1CC[C@@H](NS(=O)(=O)c2ccc(F)cc2)[C@H](CO)O1)c1ccccc1F | -0.1 | 1 | / | -1 | 3 | -7 | /
C[C@@H]1CN([C@H](C)CO)S(=O)(=O)c2ccc(C#Cc3ccncc3)cc2O[C@H]1CN(C)C(=O)C1CCOCC1 | 0.1 | -3 | -11 | 1 | -2 | -5 | -2
O=C(Nc1cc(S(=O)(=O)N2CCCCC2)ccc1Cl)c1ccc(F)cc1 | / | -6 | -2 | -3 | -6 | 4 | 0
CCOc1ncccc1C(=O)Nc1cc(S(=O)(=O)N2CCOCC2)ccc1OCC(F)(F)F | 0.0 | -2 | 7 | -6 | 20 | 5 | -9
COc1ccc(CCNCc2ccccc2N2CCCC2)cc1 | 0.1 | -2 | 3 | -3 | 6 | -4 | 8
O=C1CSc2ccc(C(=O)NCC(c3ccco3)N3CCCCC3)cc2N1 (centres undefined) | 4.0 | -6 | / | -2 | -1 | 0 | /
C[C@H]1CCCCO[C@@H](CN(C)C(=O)c2ccccc2)[C@@H](C)CN([C@@H](C)CO)C(=O)c2cc(NS(=O)(=O)c3cn(C)cn3)ccc2O1 | -0.1 | -6 | / | -2 | 2 | 0 | 5
Cc1ccc(CNC(=O)C2CCN(C(=O)Nc3ccccc3)CC2)cc1 | / | 0 | -3 | 1 | -5 | -3 | 3
Cc1noc(C)c1C(=O)Nc1cccc2ncccc12 | 0.0 | 1 | 2 | -3 | 4 | 2 | -1
CN(C)c1ccc(C=NNC(=O)c2cccc3ccccc23)c(Cl)c1 | 1.5 | -4 | / | / | -2 | 6 | /
C[C@@H]1CN([C@@H](C)CO)C(=O)Cc2cc(NS(=O)(=O)c3cccs3)ccc2O[C@H]1CN(C)Cc1ccc(Oc2ccccc2)cc1 | 0.9 | 13 | -33 | 1 | 3 | -3 | 1
CC(/C=N\N1CCN(Cc2ccc(C)cc2)CC1)=C\c1ccccc1 | / | -1 | / | -6 | 0 | -2 | /
CC(C)(C)c1ccc(C(=O)NCCN2CCCC2)cc1 | / | 3 | 6 | 0 | ? | 3 | /
CC(C)n1nnnc1C1c2ccccc2C(=O)N1CCCn1ccnc1 (centres undefined) | -0.1 | -4 | / | -2 | -4 | -6 | /
Clc1cccc(Cc2ccc(Cl)nn2)c1 | / | -9 | / | -3 | 5 | -3 | /
COc1ccc2c3c(n(C)c2c1)[C@H](CO)N(Cc1ccccc1)CC31CCN(C(=O)C2CC2)CC1 | 0.3 | -4 | / | / | -2 | 0 | /
Cc1csc(NC(=O)CCc2c(C)nc3cc(-c4cccc(F)c4)nn3c2C)n1 | -0.6 | -1 | 7 | -2 | -2 | 3 | 4
COc1ccc(CC(=O)OCC(=O)N2CCCC(C)C2)cc1 (centres undefined) | 0.2 | -11 | -2 | -9 | 3 | 4 | -1
CC(=O)c1cccc(NC(=O)C2Cc3c(-c4cccc(F)c4)ccnc3O2)c1 (centres undefined) | -0.3 | 8 | 12 | -3 | -7 | 3 | 10
O=C(C[C@@H]1CC[C@@H]2[C@H](COC[C@H](O)CN2S(=O)(=O)c2ccccc2)O1)NCc1ccc2c(c1)OCO2 | -0.1 | 1 | 10 | -3 | -8 | 4 | -2
Cc1ccc(S(=O)(=O)N[C@@H]2CC[C@H](CCn3cc(C(C)C)nn3)O[C@@H]2CO)cc1 | -0.2 | 1 | 5 | -5 | -9 | 5 | 1
CC(=O)/C=C1/C(=O)Nc2ccccc21 | 10 | -16 | / | -4 | -4 | -4 | /
Cc1ccc(S(=O)(=O)N2CCN(C(=O)Cc3c(F)cccc3Cl)CC2)cc1 | -0.3 | -6 | 10 | 0 | 9 | 0 | /

Some of the entries so far, tab-delimited.
molecule	E-selectin induc	S100A4 inh HTS	Statin myotox sup	SIRT5 inh	DENV2 CPE	ERp5 block	PglD DTNB
CC(C)n1nnnc1C1c2ccccc2C(=O)N1CCCn1ccnc1 (centres undefined)	-0.1	-4	/	-2	-4	-6	/
Clc1cccc(Cc2ccc(Cl)nn2)c1	/	-9	/	-3	5	-3	/
COc1ccc2c3c(n(C)c2c1)[C@H](CO)N(Cc1ccccc1)CC31CCN(C(=O)C2CC2)CC1	0.3	-4	/	/	-2	0	/
Cc1csc(NC(=O)CCc2c(C)nc3cc(-c4cccc(F)c4)nn3c2C)n1	-0.6	-1	7	-2	-2	3	4
COc1ccc(CC(=O)OCC(=O)N2CCCC(C)C2)cc1 (centres undefined)	0.2	-11	-2	-9	3	4	-1
CC(=O)c1cccc(NC(=O)C2Cc3c(-c4cccc(F)c4)ccnc3O2)c1 (centres undefined)	-0.3	8	12	-3	-7	3	10
O=C(C[C@@H]1CC[C@@H]2[C@H](COC[C@H](O)CN2S(=O)(=O)c2ccccc2)O1)NCc1ccc2c(c1)OCO2	-0.1	1	10	-3	-8	4	-2
Cc1ccc(S(=O)(=O)N[C@@H]2CC[C@H](CCn3cc(C(C)C)nn3)O[C@@H]2CO)cc1	-0.2	1	5	-5	-9	5	1
CC(=O)/C=C1/C(=O)Nc2ccccc21	10	-16	/	-4	-4	-4	/
Cc1ccc(S(=O)(=O)N2CCN(C(=O)Cc3c(F)cccc3Cl)CC2)cc1	-0.3	-6	10	0	9	0	/

Compound activity as filed in PubChem BioAssay.

The list is partial; count on the stated rates, not on these rows.
